# RTF Ca sens inh = cardiac RTF calcium desensitization; inhibition, % at 7.15 µM; IANBD-labeled cardiac RTF, Ca2+ fluorescence; AID 493244; P19429+P45379; actives 0.12% (n = 340,000);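 active means inhibition above the mean inhibition of all tested compounds plus 3 SD, cut at about 17% in these data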;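 further: assay run at fixed EC70 calcium of 1.6 mM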
# HTR5A inv ctr = inverse agonist of human HTR5A in OPRM1-OPRD1 counter-screen; P47898; HTR5A cell line, luminescence, inverse agonism; inhibition, % at 9.3 µM; actives 0.083% (n = 340,000); AID 504634; in the data active means inhibition mostly above about 23%, no sharp cut-off; inactive means mostly below about 18%;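 further: 0% = cells with DMSO and 100% = no-cell wells with DMSO; some compounds called inactive have numbers as strong as hits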
# Target sequence (P47898 whole entry, looked up): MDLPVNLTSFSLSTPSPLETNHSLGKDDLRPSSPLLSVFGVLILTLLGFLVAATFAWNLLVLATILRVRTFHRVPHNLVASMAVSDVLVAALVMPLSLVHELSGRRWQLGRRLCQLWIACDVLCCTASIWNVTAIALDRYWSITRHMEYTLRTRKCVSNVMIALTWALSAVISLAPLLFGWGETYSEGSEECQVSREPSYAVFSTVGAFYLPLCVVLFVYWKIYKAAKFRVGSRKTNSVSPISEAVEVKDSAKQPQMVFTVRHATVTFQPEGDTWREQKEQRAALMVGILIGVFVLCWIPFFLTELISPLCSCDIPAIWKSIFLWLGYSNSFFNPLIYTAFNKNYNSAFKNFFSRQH
# OPRM1-OPRD1 ag = OPRM1-OPRD1 heterodimerization agonism; cells, luminescence; activation, % at 9.3 µM; AID 504326; P35372+P41143; actives 0.3% (n = 340,000); in the data active means activation above about 18%;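 further: 0% = vehicle-treated cells and 100% = reference agonist; values of inactives mirror those of a sister screen read the other way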
# RTF Ca sens act = cardiac RTF calcium sensitization | actives 0.24% (n = 340,000) | IANBD-labeled TnC RTF fluorescence at EC20 calcium; 0% EC20 calcium, 100% full calcium | activation, % at 7.2 µM;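 active means activation above the mean over all tested compounds plus 3 SD, cut at about 30% in these data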;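 further: rise in fluorescence read as greater calcium sensitivity of cardiac thin filaments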
# LANA DNA inh = blocks KSHV LANA C-terminal domain binding to DNA. inhibition, % at 9 µM. AID 504423. MBP-C-LANA/FAM-LBS DNA binding, fluorescence polarization. actives 0.078% (n = 340,000);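 active means highest replicate inhibition at or above 60% at 9 µM, even if other replicates fall short; inactive means all replicates below 60% inhibition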;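 further: 0% = neutral control wells and 100% = 4 µM acridine orange control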
# V-ATPase pH = regulators of yeast V-ATPase proton transport. S. cerevisiae, pHLuorin cytosolic pH fluorescence. response, % at 10 µM. actives 0.37% (n = 350,000). AID 504577; in the data active means response mostly above about 7.3%, no sharp cut-off; inactive means mostly below about 5.4%; further: actives read high; inactives centre near 0; some compounds called inactive have numbers as strong as hits; reference of the scale not given here
# CAL PDZ FP = CAL PDZ (human) peptide binding inhibition; Q9HD26; purified CAL PDZ, TMR-peptide fluorescence polarization, 1 h; inhibition, % at 24.9 µM; actives 0.92% (n = 300,000);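 active means mean inhibition of at least 30% with at least half of replicates also reaching 30%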;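 further: 0% = DMSO neutral control and 100% = excess unlabeled competitor peptide PRC23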
# HTR5A ag ctr = activates human HTR5A in OPRM1-OPRD1 agonist counter-screen. P47898. activation, % at 9.3 µM. AID 504692. HTR5A agonist assay, luminescence, cell-based. actives 0.61% (n = 340,000); in the data active means activation mostly above about 9.5%, no sharp cut-off; inactive means mostly below about 7.6%;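 further: 0% = cells with vehicle only and 100% = reference agonist; strong numbers were not always called active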
# Keap1-Nrf2 PPI = Keap1-Nrf2 (human) interaction inhibition. Q14145. Keap1 Kelch-Nrf2 peptide fluorescence polarization, 1536-well. inhibition, % at 9.4 µM. actives 0.15% (n = 340,000); in the data active means inhibition above about 12%;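 further: human Keap1 Kelch domain with fluorescein labeled Nrf2 9mer peptide probe; 0% = neutral control wells and 100% = peptide positive control; higher means more block of Keap1 binding to Nrf2 peptide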
# Target sequence (Q14145 whole entry, looked up, the tested form may be a part): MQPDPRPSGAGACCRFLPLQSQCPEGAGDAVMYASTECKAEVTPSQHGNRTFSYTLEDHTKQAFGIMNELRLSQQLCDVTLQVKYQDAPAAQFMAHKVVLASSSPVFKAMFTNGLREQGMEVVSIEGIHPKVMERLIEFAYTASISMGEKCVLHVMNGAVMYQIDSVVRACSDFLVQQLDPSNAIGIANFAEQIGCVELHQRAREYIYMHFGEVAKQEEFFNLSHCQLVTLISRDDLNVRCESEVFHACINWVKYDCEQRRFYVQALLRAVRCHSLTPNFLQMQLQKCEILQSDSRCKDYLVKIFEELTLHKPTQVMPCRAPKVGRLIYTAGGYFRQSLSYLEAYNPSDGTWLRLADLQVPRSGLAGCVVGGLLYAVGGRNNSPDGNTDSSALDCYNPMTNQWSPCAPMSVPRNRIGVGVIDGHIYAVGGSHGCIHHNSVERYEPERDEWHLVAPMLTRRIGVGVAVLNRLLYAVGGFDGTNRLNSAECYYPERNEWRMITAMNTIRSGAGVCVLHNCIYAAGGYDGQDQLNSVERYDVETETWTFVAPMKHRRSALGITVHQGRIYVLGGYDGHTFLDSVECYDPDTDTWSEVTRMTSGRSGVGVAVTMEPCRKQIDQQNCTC
# OPRM1-OPRD1 inv = inverse agonist of human OPRM1-OPRD1 heterodimerization; AID 504357; inhibition, % at 9.3 µM; P35372+P41143; actives 0.21% (n = 340,000); cell-based MOR-DOR heterodimer luminescence, inverse agonism; in the data active means inhibition above about 22%, passing the limit was not always enough;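 further: 0% = cells with DMSO and 100% = wells without cells with DMSO; values of inactives mirror those of a sister screen read the other way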
# The depositor's hits bear a star; · = not tested or not shown.
molecule	RTF Ca sens inh	HTR5A inv ctr	OPRM1-OPRD1 ag	RTF Ca sens act	LANA DNA inh	V-ATPase pH	CAL PDZ FP	HTR5A ag ctr	Keap1-Nrf2 PPI	OPRM1-OPRD1 inv
Cc1ccc(N(C)S(=O)(=O)c2cccc(C(=O)OCC(=O)c3c(N)n(C)c(=O)n(C)c3=O)c2)cc1	0	-16	-0.9	-3	-0.1	-2	2	4	-6	4
CCOC(=O)N1CCN(CCC(=O)c2ccc(Br)cc2)CC1	-2	9	-4.2	0	-0.5	3	-6	-2	-23	19
CCOCc1nc(N)[nH]c(=O)c1Cc1ccc(OC(C)C)cc1	3	-6	-0.5	0	1.0	2	-1	2	2	3
COc1cc(C(=O)Nc2c(C)cc(C)cc2C)c(Br)c(OC)c1OC	-8	-13	-4.2	0	1.0	-1	-1	0	-3	20
COc1ccsc1C(=O)NCCN1CCOCC1	0	26	-2.4	-3	-1.7	3	5	4	0	13
Cc1ccc(C(=O)NC2CCC(C)CC2)s1 (configuration not stated)	-1	-4	-0.2	-3	-0.4	1	0	4	2	1
Cc1ccn2c(c1)nc(=S)n2C(=O)c1ccccc1	-14	-7	-0.8	3	1.3	7	0	-1	-5	4
Cn1ccc(O)c(C#N)c1=O	-1	-6	-2.7	-2	0.3	0	-1	1	0	14
O=C(CCCSc1nc2ccccc2[nH]1)N1CCN(c2ccc([N+](=O)[O-])cc2)CC1	-3	13	-0.6	3	-0.3	3	-3	-5	0	3
Cc1cc(NC(=O)CN2C(=O)NC(C)(c3ccc(Cl)cc3Cl)C2=O)no1 (configuration not stated)	0	-3	-3.2	0	0.1	2	2	1	-1	16
Cc1cccc(N2C(=O)CC(N3CCN(c4ccc(Cl)cc4)CC3)C2=O)c1 (configuration not stated)	1	-14	-0.7	9	-0.5	-5	·	1	-6	3
CCCOP(=O)(c1ccc(N(C)C)cc1)C(O)c1ccncc1 (configuration not stated)	-2	9	-2.1	-4	-1.1	-1	-2	-4	-4	11
Cc1cc(C(=O)N2CCc3ccccc32)c2ccccc2n1	-6	8	-0.7	-2	-0.7	4	0	-3	1	3
CCOC(=O)CSC1=N/C(=C\c2cccnc2)C(=O)N1c1ccc(OC)cc1	-22	24	0.6	-3	-1.0	1	4	6	-2	-4
O=C(Cn1cc([N+](=O)[O-])ccc1=O)N1CCc2ccccc21	1	-15	-1.1	-4	1.2	1	·	4	-1	6
CN(C)N=Nc1nc2c([nH]1)c(=O)n(C)c(=O)n2C	-4	-31	-0.8	6	0.1	2	·	2	-5	4
CCN1C(=O)N(S(=O)(=O)c2ccc(C)cc2)[C@@H](c2ccccc2)C(C(=O)OC)=C1C	6	12	-0.3	2	-0.5	-5	-1	7	-5	1
O=C(Nc1ccc(S(=O)(=O)Nc2ncccn2)cc1)C1COc2ccccc2O1 (configuration not stated)	0	3	-1.3	3	3.8	-1	·	-1	3	6
CCCN1C(=O)C2(C(C(=O)c3ccc(C)o3)=C(O)C(=O)N2CCCOC)c2ccccc21 (configuration not stated)	-4	-14	-1.8	2	0.8	-4	0	3	3	9
COC(=O)C1Cc2c([nH]c3ccccc23)C2(CCN(Cc3ccccc3)CC2)N1 (configuration not stated)	-10	-6	9.1	6	0.9	0	-2	2	-1	-41
CCOC(=O)C(C)N1C(=O)S/C(=C/c2ccc3c(c2)n(C)c(=O)n3C)C1=O (configuration not stated)	-5	0	0.7	12	-2.5	4	2	0	-4	-5
Cc1c(C(=O)NN2CCOCC2)oc2ccccc12	0	-4	1.1	-5	-0.7	2	-6	1	-3	-6
COc1cc(OC)c(C(=O)NCc2ccco2)cc1OC	-1	12	-1.2	-3	-3.1	-2	-1	-3	-1	6
O=C(O)COc1ccccc1/C=N/NC(=O)CNC(=O)c1ccc(F)cc1	-12	-4	0.2	-1	0.3	-1	-2	5	2	-1
CNC(=O)c1c(NC(=O)c2cccc(N3C(=O)CCC3=O)c2)sc2c1CCC2	-7	12	-2.0	1	0.0	1	2	0	-1	10
Cc1ccc(NC(=O)N/C=C/c2ccco2)c(C)c1	-2	0	-0.8	-2	0.9	3	-3	0	2	4
C[C@H](NC(=O)OC(C)(C)C)C(=O)NCC1CCC(C(=O)O)CC1 (some centres not stated)	-8	-23	-1.2	3	-0.1	-3	-1	-1	0	6
CC1(C)CC(=O)C(C2=NC3(CCCCC3)Cc3ccccc32)=C(O)C1	-7	5	-2.9	-1	1.6	-2	2	-2	-2	15
Cc1nc2ccccc2n1CCc1nc2c3ccccc3nc(SCC(=O)NCc3ccco3)n2n1	-9	2	-0.3	2	1.2	-2	-1	-3	1	2
CCCOc1c(Br)cc(C(=O)NCC)cc1OC	6	-16	-3.4	-1	-1.1	4	·	-1	-2	14
CCOC(=O)c1cc(-c2ccccc2)sc1NC(=S)Nc1cccc(C)n1	-15	-32	-1.7	-1	-0.2	-1	1	-3	1	10
Cc1[nH]c(=O)[nH]c(=O)c1S(=O)(=O)NCCOC12CC3CC(CC(C3)C1)C2	-3	13	-1.6	1	0.4	0	-2	-1	-2	8
CCOc1cc(/C=C2\N=C(C)OC2=O)cc(Br)c1OCCc1ccccc1	12	-21	-2.7	-7	0.5	2	-2	1	4	16
CCOC(=O)c1ccc2[nH]c(C)c(CN3CCN(C)CC3)c(=O)c2c1	-8	6	-0.8	2	0.0	3	-23	4	-4	4
COc1ccc(CCNC(=O)COC(=O)c2ccc(N3CCCC3=O)cc2)cc1OC	-11	-2	-1.1	-3	2.1	-2	-4	1	1	6
COc1ccc(Nc2ccccc2NC(=O)c2ccccc2Br)cc1	1	-7	1.7	-6	-1.7	-2	0	3	-5	-10

# Exported with two lines to a compound: 2 of the compounds above
# The line under a structure holds: RTF Ca sens inh | HTR5A inv ctr | OPRM1-OPRD1 ag | RTF Ca sens act | LANA DNA inh | V-ATPase pH | CAL PDZ FP | HTR5A ag ctr | Keap1-Nrf2 PPI | OPRM1-OPRD1 inv
- COc1cc(C(=O)Nc2c(C)cc(C)cc2C)c(Br)c(OC)c1OC
    -8 | -13 | -4.2 | 0 | 1.0 | -1 | -1 | 0 | -3 | 20
- COc1ccsc1C(=O)NCCN1CCOCC1
    0 | 26 | -2.4 | -3 | -1.7 | 3 | 5 | 4 | 0 | 13

# Going on with the list:
molecule	RTF Ca sens inh	HTR5A inv ctr	OPRM1-OPRD1 ag	RTF Ca sens act	LANA DNA inh	V-ATPase pH	CAL PDZ FP	HTR5A ag ctr	Keap1-Nrf2 PPI	OPRM1-OPRD1 inv
S=C(CN1CCCC1=S)NCCc1ccccc1	2	-5	1.0	6	-1.2	3	-3	-2	-1	-5
Cc1ccc(NC(=O)CSc2ccc(-c3cccnc3)nn2)cc1Cl	-1	3	2.4	0	-2.6	-4	-6	11	0	-12
Cc1cc(C(=O)N2CCN(CCc3ccccc3)CC2)no1	-1	-48	-3.3	1	0.6	0	-2	1	-6	18
Cc1cc(C(=O)Nc2ccc(F)cc2)c2ccccc2n1	-2	7	-1.9	4	-3.9	0	-7	-2	1	10
Cc1ccc2nc(NCC(=O)O)nc(-c3ccccc3)c2c1	-6	-18	1.8	-5	-8.2	5	2	-5	-1	-10
COc1ccc(NC(=O)C2=CC(c3ccc(C)cc3)=NS(=O)(=O)N2C)cc1OC	3	-7	0.3	11	3.3	-1	·	2	-2	-2
CCOC(=O)NC(=O)c1cn(N(C)c2ncc(C(F)(F)F)cc2Cl)c(=O)[nH]c1=O	2	0	-1.4	0	0.4	0	-4	0	-3	8
Cc1cccc(N(C)c2ncnc3onc(-c4ccc(F)cc4)c23)c1C	-2	-20	-0.1	9	1.3	-3	-4	-3	3	1
COc1cc2[nH]c(=S)n(C3CC3)c(=O)c2cc1OC	-5	13	0.8	1	0.0	1	21	-4	-9	-4
COc1cc(C(=O)N2CCC(NC(=O)C(Cc3ccccc3)NC(C)=O)CC2)cc(OC)c1OC (configuration not stated)	-16	-38	-0.8	9	-5.4	-1	-3	5	-4	4
Cc1cccc(C)c1NC(=O)CSCC(=O)O	-6	-27	-5.5	3	-1.1	-2	1	11	-2	27
O=C(/C=C/c1cccc(C(F)(F)F)c1)Nc1cccc(C(F)(F)F)c1	-24	19	9.4	1	-0.6	1	-3	-7	0	-59
CC(CC(=O)Nc1nc2ccccc2[nH]1)n1ccnc1 (configuration not stated)	1	20	-2.0	-3	2.4	1	-2	-8	-2	9
Cc1ccnc(N/C=C(/NC(=O)c2ccccc2)C(=O)N/N=C\c2ccc(Cl)cc2)n1	4	27	-1.8	2	-1.0	1	-4	3	-1	9
COc1ccc(-n2c(SCC(=O)NCC3CCCO3)nc3c([nH]c4ccccc43)c2=O)cc1 (configuration not stated)	0	3	-1.4	-3	-1.0	-1	·	-1	-1	10
O=C(Nc1ccc(N2CCCCC2)cc1)c1ccc2c(c1)OCCO2	-4	1	0.9	3	0.4	2	2	0	5	-5
C=CCNC(=S)Nc1sc2c(c1C(=O)OCC)CCN(C(=O)OCC)C2	3	-26	2.5	-1	-0.1	2	0	10	3	-14
Cc1cc(NC(=O)c2ccco2)ccc1-n1cnnn1	-1	-26	-3.8	3	-1.6	1	-2	1	3	20
O=C(Nc1cc(S(=O)(=O)N2CCCC2)ccc1Cl)c1ccncc1	-9	-11	-2.5	1	2.0	-2	·	3	-1	13
CCC(C)NC(=O)CO/N=C/c1ccc(C(=O)OC)cc1 (configuration not stated)	-5	-5	0.4	4	0.8	-1	-5	1	3	-2
O=C(CCNc1cccc(C(F)(F)F)c1)c1ccco1	-1	3	1.9	8	0.5	2	-4	-1	-2	-11
O=C(NN=C1CCCC1)c1cccs1	0	-36	-0.1	3	1.8	1	0	-3	-1	1
COCc1nnc(NC(=O)c2ccc(S(=O)(=O)N(C)Cc3ccccc3)cc2)o1	-2	33*	0.8	7	1.1	2	0	-13	-5	-4
CN(Cc1nc(-c2ccc(Cl)cc2)no1)C(=O)c1ccco1	-17	5	-0.3	2	-1.5	1	-3	1	-2	2
O=S(=O)(NC1CC1)c1ccc2c3c(cccc13)CC2	-8	2	0.5	3	-0.8	-1	0	-1	-3	-3
O=C(Nc1ccc(N2CCCC2)c(Cl)c1)c1ccc2c(c1)OCCO2	4	16	2.5	8	-1.8	2	21	1	5	-15
Cc1c(CCC(=O)N2CCC[C@H]2C(=O)O)c(=O)oc2cc3oc4c(c3cc12)CCCC4	6	-16	-0.2	-4	-1.2	-1	-17	-2	-1	1
CCC(CC)c1nnc(NC(=O)CN2C(=O)C3C4C=CC(C4)C3C2=O)s1 (configuration not stated)	0	6	-0.2	6	-0.1	3	-4	-2	2	1
COc1ccc(/C=N/NC(=O)c2cccc([N+](=O)[O-])c2)cc1OC(=O)c1ccc(C)cc1	3	-5	0.1	3	-1.4	-3	0	1	-3	-1
O=C(N/N=C/c1ccco1)c1ccccc1OCc1ccc(Br)cc1	6	0	-0.6	-4	2.9	5	-2	-3	0	3
O=C(Nc1ccc(CN2CCOCC2)cc1)c1cc2ccccc2o1	5	7	2.7	-2	-0.5	7	-4	-2	-5	-17
Cc1nc2cccc(C)n2c(=O)c1Cl	9	-9	-1.6	-2	-0.7	-1	-1	1	-1	9

# From PubChem BioAssay
